# Screening data from PubChem BioAssay.
# aSyn tox rescue = qHTS of alpha-syn Inhibitors: NCGC Sytravon Library Screen | hit rate 0.02% among 94,000 | S. cerevisiae alpha-synuclein toxicity rescue, BacTiter-Glo growth, 24 h | AID 1347070, 2019 | Potency, µM (titrated, usually from 46.1 µM), for the others: at the highest dose growth rescue (activation), hits mostly activators; active = well fitted activation curve with a large enough effect; inconclusive = small, poorly fitted or top-dose-only effect; note: 0% is about no effect
#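 Growth restoration measured by BacTiter-Glo luminescence after 24 hr at 30 deg C; alpha-synuclein yeast, raffinose-pregrown to mid-log, were added at OD600=0.02 in galactose medium onto pinned compounds.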
# * marks the source's active call; other numbers are inactive results; ? = inconclusive; & = joins results of further samples; [ ] = another dose, or the depositor's remark. Potency is the fitted concentration of half-maximal effect. This is a subset, so the mix of outcomes need not match the whole.
SMILES,aSyn tox rescue
CC(=O)c1cccc(NC(=O)CCS(=O)(=O)c2ccc(Br)s2)c1,5.9%&5.5%
CN(CCS(=O)(=O)c1ccc(Cl)cc1)Cc1cccnc1,1.5%
Cc1cccc(NC(=O)CSCc2nc3c(nnn3Cc3ccc(F)cc3)c(=O)[nH]2)c1C,-1.1%
CCc1ccccc1NC(=O)Cn1c(=O)c2cccn2c2ccc(F)cc21,-4.8%
COc1ccccc1C(=O)Nc1ccccc1C(=O)OCc1cc(=O)n2ccsc2n1,-10.5%
COc1cccc(NC(=O)c2c(C)cc(C)cc2CC(C)(C)C(=O)O)c1,-7.4%
O=C(CN1C(=O)C2CCCCC2C1=O)Nc1nc(-c2ccc(F)cc2)cs1 (stereo not given),-5.1%
O=C(O)c1cccc(N2C(=O)c3ccc4c5c(ccc(c35)C2=O)C(=O)N(c2cccc(C(=O)O)c2)C4=O)c1,0.7%
CC1(CC(=O)N/N=C/c2cc([N+](=O)[O-])c(O)cc2O)OCCO1,-36.9%[inhibitor]
CC(C)CCNC(=O)c1nn(C)c2c1CSc1ccccc1-2,-4.3%
CN(CC(=O)Nc1cccc(F)c1)C(=O)Cc1ccsc1,5.4%
CC1(C)CC(=O)C=C(c2ccc(COC(=O)C3CC3)cc2)C1=O,1.8%
COC(=O)CSc1nnc(-c2cccc(O)c2)o1,-0.8%
Cc1nc(N2CCN(c3ccccn3)CC2)c2c(C)c(C(=O)Nc3ccc(F)cc3)sc2n1,-0.7%
CC(=O)C1C(=O)CC(c2ccc(Cl)cc2)CC1=O (stereo not given),?
COc1cc(Cl)c(NC(=O)CCS(=O)(=O)c2cc3c(cc2Cl)NC(=O)CO3)c(OC)c1,4.2%
Cc1ccc(NC(=O)COC(=O)c2cc(=O)c3cc(F)ccc3o2)cc1,-4.0%
CC(=O)NC(CCS(C)(=O)=O)C(=O)Nc1cc(C)ccc1C (stereo not given),-1.6%
CC(=O)N1CCc2c(sc3c2c(=O)n(-c2ccccc2)c(=O)n3CC(=O)c2ccccc2)C1,1.6%
CCc1ccc(NC(=O)Cn2nnc(C(=O)NCc3ccco3)c2N)cc1,4.4%
CN1C(=O)[C@H]2[C@@H](c3ccc(C(F)(F)F)cc3)N[C@]3(CCCN(Cc4cccn4C)C3=O)[C@H]2C1=O,0.2%
Cc1ccc(OCC(=O)NCCCNC(=O)c2cnccn2)cc1C,3.1%
Cc1c(C(=O)Nc2ccccc2Cl)oc2ccc(S(=O)(=O)N3CCCCC3)cc12,-3.5%
CC1CCCC(NC(=O)C2CCC(CNc3c(N4CCCCC4)c(=O)c3=O)CC2)C1C (stereo not given),2.6%
CC1(C)CC2(C)OCCN2C(=S)N1 (stereo not given),-0.9%
Cc1ccsc1/C=N/N1CCN(Cc2ccccc2)CC1,-13.6%
COc1cc(C2C(=O)N(C3CCC(C)CC3)CC(=O)N2CCc2ccc(Cl)cc2)ccc1OC(C)C (stereo not given),2.7%
Cc1cc(OC(=O)c2c(C)cc(OC(=O)c3c(C)cc(O)cc3O)cc2O)cc(O)c1C(=O)O,-4.2%
COc1ccc(S(=O)(=O)N(C)C[C@H]2Oc3ncc(-c4ccncc4)cc3C(=O)N([C@@H](C)CO)C[C@@H]2C)cc1,4.8%
COC(=O)c1ccc(NC(=O)C(=O)NCC(c2cccnc2)N2CCN(c3ccccc3)CC2)cc1 (stereo not given),3.6%
COc1ccc(CCNc2nc(-c3ccc(C)cc3)cc(C(F)F)n2)cc1OC,-12.9%
Cc1ccc(-c2cc3c(n2-c2ccccc2F)CC(C)(C)CC3=O)cc1,-6.1%
CC(C)NS(=O)(=O)c1ccc2c3c(cccc13)CC2,15.1%
COc1cccc(NC(=O)CSc2nnnn2C2CCCC2)c1,-7.9%
O=C(Nc1ccc(Br)cc1)c1cc(-c2cccs2)on1,-6.5%
CCOc1ccc(S(=O)(=O)c2ccc(C)cc2)c2c1no[n+]2[O-],-2.6%
CSc1ccc(S(=O)(=O)NCC(=O)OCC(=O)NCC2CCCO2)cc1[N+](=O)[O-] (stereo not given),-6.8%
CCN1C(=O)/C(=C\N2CCN(C(=O)c3ccco3)CC2)SC1=S,-1.0%
Cc1cc2c(cc1S(=O)(=O)N1CCN(c3cccc(C)c3C)CC1)OCCN2C,-7.8%
COc1c(C)cccc1C(=O)Nc1ccc(Cl)c(-c2nc3cc(C)ccc3o2)c1,-11.0%
Cc1ccc(C(=O)Nc2ccc3c(c2)N(C)C(=O)c2ccccc2S3)cc1,0.5%
CC(C)Oc1ccc(C(=O)N(Cc2ccco2)Cc2cccs2)cc1,4.6%
O=S1(=O)CCN(Cc2cccnc2)CC1,0.9%
Cn1c(=O)c(C(=O)c2ccc(S(C)(=O)=O)c(Cl)c2Cl)c(O)c2ccccc21,4.3%
CCn1c(=O)c2cc(C(=O)NCCc3cccc(C)c3)sc2c2ccccc21,-14.5%
CC1=NN(c2ccccc2)C(=O)C1=Cc1ccccc1,-12.5%
Cc1ccc(CCNC(=O)c2nn(C)c3c2CSc2ccccc2-3)cc1,-12.1%
Cc1ccc(CNc2oc(-c3ccc(COc4ccc(Cl)cc4)o3)nc2C#N)cc1,2.5%

# Carrying on:
SMILES | aSyn tox rescue
CN(C)c1ccc(/C=N/NC(=O)c2ccc(Cn3cc(Br)cn3)o2)cc1 | -5.8%
COc1ccc(/C=C2\CCc3ccccc3C2=O)cc1CN1CCOCC1 | 8.9%
O=C(NCC1CCCO1)C1CCN(S(=O)(=O)c2ccccc2)CC1 (stereo not given) | 2.2%
Cc1cccc2c1cnn2C(=O)CCC(=O)N1CCC(C)CC1 | -7.0%
O=C(Nc1ccc(F)cc1)C1CCN(c2nc3ccccc3n3cccc23)CC1 | 6.2%
O=c1c2oc3ccccc3c2n(Cc2ccc(Cl)cc2)c(=O)n1Cc1ccccc1 | -11.6%
O=C(COC(=O)CNC(=O)c1ccc(Cl)c([N+](=O)[O-])c1)NNC(=O)c1cccs1 | -1.5%
Cc1ccc(CN2CCc3nc(N4CCN(C)CC4)ncc3C2)s1 | 2.0%

# 6 successive records from above, quoted:
SMILES | aSyn tox rescue
O=C(NCC1CCCO1)C1CCN(S(=O)(=O)c2ccccc2)CC1 (stereo not given) | 2.2%
Cc1cccc2c1cnn2C(=O)CCC(=O)N1CCC(C)CC1 | -7.0%
O=C(Nc1ccc(F)cc1)C1CCN(c2nc3ccccc3n3cccc23)CC1 | 6.2%
O=c1c2oc3ccccc3c2n(Cc2ccc(Cl)cc2)c(=O)n1Cc1ccccc1 | -11.6%
O=C(COC(=O)CNC(=O)c1ccc(Cl)c([N+](=O)[O-])c1)NNC(=O)c1cccs1 | -1.5%
Cc1ccc(CN2CCc3nc(N4CCN(C)CC4)ncc3C2)s1 | 2.0%

# The main list resumes; the 5 compounds before the break are reprinted first.
SMILES | aSyn tox rescue
Cc1cccc2c1cnn2C(=O)CCC(=O)N1CCC(C)CC1 | -7.0%
O=C(Nc1ccc(F)cc1)C1CCN(c2nc3ccccc3n3cccc23)CC1 | 6.2%
O=c1c2oc3ccccc3c2n(Cc2ccc(Cl)cc2)c(=O)n1Cc1ccccc1 | -11.6%
O=C(COC(=O)CNC(=O)c1ccc(Cl)c([N+](=O)[O-])c1)NNC(=O)c1cccs1 | -1.5%
Cc1ccc(CN2CCc3nc(N4CCN(C)CC4)ncc3C2)s1 | 2.0%
COc1cc(Nc2ncc3c(n2)CCN(Cc2ccc(OC(C)C)c(OC)c2)C3)cc(OC)c1 | -12.9%
Cc1cc(C)c(NC(=O)Cn2c(=O)c3cccn3c3ccccc32)c(C)c1 | 5.5%
COc1cccc(-c2nc(SCC(=O)NCC3CCCO3)c(-c3ccc(Cl)cc3)[nH]2)c1 (stereo not given) | -5.1%
COc1ccc(Cl)cc1NC(=O)CCN1CCOCC1 | -0.3%
O=C(COC(=O)c1nc(Cl)ccc1Cl)NCc1cccs1 | -6.8%
CCCCn1c(N)c(N(CCOC)C(=O)COC(=O)COc2ccc(CC)cc2)c(=O)[nH]c1=O | -0.6%
CCOc1ccc(S(=O)(=O)NCc2ccc3c(c2)CCN3C(=O)c2ccc(C)cc2)cc1 | 4.2%
Nc1cc(=O)[nH]c(SCC(=O)Nc2nnc(-c3ccccc3)s2)n1 | -8.3%
CCC(C)NC(=O)CSc1nc2cc3c(cc2c(=O)n1CCCCCC(=O)NCc1ccc(OC)cc1)OCO3 (stereo not given) | 4.9%
CC(=N)C1=C(O)CC(c2ccccc2)CC1=O (stereo not given) | 9.8%
CCCc1cc(=O)[nH]c(SCC(=O)N2CCCC2=O)n1 | 1.3%
OCC(O)C1OC(Nc2ccc(Br)cc2)C(O)C1O (stereo not given) | -15.1%
Cc1ccc(-n2cnc3cc(C(=O)NC4CCCCCC4)ccc32)cc1Cl | -8.1%
COc1ccc(Cc2noc(CN3CCNC(=O)CC3)n2)cc1OC | 6.9%
O=C(c1ccccc1)c1ccc(C(=O)N2CCN(c3ccccc3O)CC2)cc1 | 18.8%
CC1CN(C(=S)SCCN2Cc3ccccc3C2=O)CC(C)O1 (stereo not given) | -2.9%
Cc1ccc(S(=O)(=O)CCC(=O)NCc2ccccc2)cc1 | -2.9%
COC(=O)Cc1ccc(NC(=S)NC(C)(C)C)cc1 | -3.4%
CC(C)(C)C1CCc2c(sc(NC(=O)Cn3nnc(-c4ccccc4F)n3)c2C#N)C1 (stereo not given) | 7.3%
Cc1cc(C)c(NC(=O)CSc2nc(C)cc(C)c2C#N)c(C)c1 | -2.8%
Cc1ccc(CNS(=O)(=O)c2ccc(-n3cnnn3)c(C)c2)cc1 | -6.0%
c1ccc2sc(NC3=NCN(CCN4CCOCC4)CN3)nc2c1 | -9.0%
Fc1ccc(N/N=C(/c2ccccc2)c2ccccn2)cc1 | 14.4%
C/C(=N\Nc1ccc(C#N)cc1[N+](=O)[O-])c1ccc(C)o1 | -12.4%
C[C@@H](NC(=O)c1ncn2c1c(=O)[nH]c1cccnc12)c1ccccc1 | -4.4%
CCOc1ccc(Nc2nnc(Cc3ccc(OC)cc3)c(=O)[nH]2)cc1 | 2.0%
Cc1nc2c(C(=O)NCCCN(CC(C)C)CC(C)C)cnn2c(C)c1Cc1c(F)cccc1Cl | -1.4%
COc1ccc(NC(=O)CCCNC(=O)c2ccc(Cl)cc2)c(OC)c1 | 4.4%
CC(C)Cn1c(CCCNC(=O)c2ccc(F)cc2)nc2ccccc21 | -2.4%
O=c1c2cccnc2n(Cc2ccccc2F)c(=O)n1Cc1ccccc1Cl | 4.8%
COc1ccc(CCC(=O)NCc2nc3cccnc3n2Cc2ccc(F)cc2)cc1 | -5.5%
Cc1ccc(CNC(=O)c2nnc(CS(=O)(=O)c3ccccc3)o2)cc1 | -0.8%
Cn1ccnc1C(O)(c1ccccc1)c1nccn1C | -0.7%
COc1cccc(NC(=O)CC2C(=O)NCCN2C(=S)Nc2ccc(F)cc2)c1 (stereo not given) | 0.8%
CCOC(=O)C(C)Sc1ccc2nnc(CCNS(=O)(=O)c3ccccc3)n2n1 (stereo not given) | 5.1%
COc1ccc(Cn2c(CCC(=O)Nc3cc(OC)c(OC)c(OC)c3)nc3cccnc32)cc1 | -8.8%
Nc1c(C(=O)Nc2cccc(Cl)c2)sc2nc3c(cc12)CN(Cc1ccccc1)CC3 | 5.4%
COc1ccc(Nc2nnc(-c3ccc(C)c(S(=O)(=O)NCc4nc5ccccc5[nH]4)c3)c3ccccc23)cc1 | 1.7%
Cc1cc(C)c(NS(=O)(=O)c2ccc(NC(=O)CCC(=O)O)cc2)c(C)c1 | 14.8%
O=C(CCc1nc2ccccc2c(=O)[nH]1)OCC(=O)N1CCc2ccccc21 | 8.5%
Cc1cccc(C(=O)OC(C)C(=O)Nc2ccc(S(=O)(=O)N3CCCC3)cc2)c1O (stereo not given) | 0.6%
CCCc1nc2sc3c(c2c(=O)n1NC(=O)CCC(=O)OC)CCCC3 | -9.9%
Cc1ccccc1Nc1c(-c2ccc(N3CCOCC3)cc2)nc2ccc(Cl)cn12 | -6.6%
COc1ccc(NC(=O)c2ccc(NC(=O)CN3CCN(c4ccccc4OC)CC3)cc2)cc1 | -2.6%
CCN1C(=O)c2ccccc2S(=O)c2ccc(C(=O)N3CCN(c4ccccc4)CC3)cc21 (stereo not given) | 3.7%
O=C(Cc1ccc(Cl)cc1)NCC(c1cccs1)S(=O)(=O)c1ccc(Cl)cc1 (stereo not given) | ?
CC(C)CCN=CC1=C(O)CC(c2ccccc2)CC1=O (stereo not given) | 0.1%
CC(=O)c1c(C)[nH]c(C(=O)OC(C)C(=O)Nc2cc(S(=O)(=O)N3CCCCC3)ccc2Cl)c1C (stereo not given) | 4.5%
Cc1ccc(Cn2c(CNC(=O)Cc3cccc(C)c3)nc3cccnc32)cc1 | 7.5%
Cc1cc2c(cc1NC(=O)c1ccccc1C)n(C)c(=O)c(=O)n2C | 2.3%
O=[N+]([O-])c1ccccc1S(=O)(=O)n1cnc2ccccc21 | 8.9%
CCOC(=O)c1c(NC(=O)c2nc(SCC)ncc2Cl)sc2c1CCCC2 | -3.7%
Cc1ccc(-n2c(COc3ccccc3)n[nH]c2=S)cc1 | -23.3%
Cc1ccc(Cl)cc1NC(=O)Nc1c(C)n(C)n(-c2ccccc2)c1=O | -3.1%
O=C1NC(=O)/C(=C\c2ccc(OCc3cccc([N+](=O)[O-])c3)cc2)N1 | -3.0%
CCCCC1=NN2CCS(=O)(=O)N=C2S1 | -0.5%
CCCCNC(=O)N(O)C1N(/N=C/c2ccc(N(C)C)cc2)C(=S)SC1(C)C (stereo not given) | 2.4%
COc1cccc(-c2csc(-c3c(N)c(C(=O)c4ccccc4)n4ccccc34)n2)c1 | -1.1%
O=C(NNC(=S)Nc1ccccc1)NNC(=S)Nc1ccccc1 | -8.9%

# Three records drawn at random from those above:
SMILES | aSyn tox rescue
COc1cccc(-c2csc(-c3c(N)c(C(=O)c4ccccc4)n4ccccc34)n2)c1 | -1.1%
CCCCNC(=O)N(O)C1N(/N=C/c2ccc(N(C)C)cc2)C(=S)SC1(C)C (stereo not given) | 2.4%
CCCCC1=NN2CCS(=O)(=O)N=C2S1 | -0.5%
